Bioassay records from PubChem.
MEKK2 mut-MEK5 = signal of MEK5 binding to mutant human MEKK2 PB1 domain; bead flow cytometry, Alexa488-MEK5 binding to MEKK2 mutant; percent response, % at 10 µM; hit rate 0.35% among 290,000; in the data active means percent response above about 24%, passing the limit was not always enough; further: inactives centre near 1; some results filed as inactive read as strong as hits
FID counter = fluorescent intercalator displacement, NS3 helicase counter-screen. inhibition, % at 7.9 µM. DNA fluorescent intercalator displacement, fluorescence. hit rate 0.17% among 290,000; in the data active means inhibition above about 37%;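 further: 0% = vehicle and 100% = reference compound; higher means more ethidium bromide displaced from hairpin DNA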
CRFBP-R2 block = antagonists of CRF-binding protein/CRF-R2 receptor complex; inhibition, % at 11.8 µM; HEK293 CRF-R2/CRF-BP, CRF-induced calcium fluorescence; AID 588475; hit rate 0.59% among 350,000;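 active means inhibition of the ligand-induced calcium signal above about 50% at the single tested concentration, limit read from the data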
MEKK3 PB1 HTS = raises or lowers MEK5 binding to the human MEKK3 PB1 domain | Q99759 | bead-based flow cytometry, Alexa488-MEK5 binding to MEKK3; actives lie on both sides; 0 = blocked by unlabeled MEK5, 100 = vehicle | binding response (% of control), % at 10 µM | hit rate 1.4% among 290,000;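 active means binding response more than 3 SD above or below the average of its plate-row segment, actives on both sides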;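 further: Alexa488 bead fluorescence after subtracting the streptavidin-only scavenger bead signal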
Target sequence (Q99759 whole entry, looked up, the tested form may be a part): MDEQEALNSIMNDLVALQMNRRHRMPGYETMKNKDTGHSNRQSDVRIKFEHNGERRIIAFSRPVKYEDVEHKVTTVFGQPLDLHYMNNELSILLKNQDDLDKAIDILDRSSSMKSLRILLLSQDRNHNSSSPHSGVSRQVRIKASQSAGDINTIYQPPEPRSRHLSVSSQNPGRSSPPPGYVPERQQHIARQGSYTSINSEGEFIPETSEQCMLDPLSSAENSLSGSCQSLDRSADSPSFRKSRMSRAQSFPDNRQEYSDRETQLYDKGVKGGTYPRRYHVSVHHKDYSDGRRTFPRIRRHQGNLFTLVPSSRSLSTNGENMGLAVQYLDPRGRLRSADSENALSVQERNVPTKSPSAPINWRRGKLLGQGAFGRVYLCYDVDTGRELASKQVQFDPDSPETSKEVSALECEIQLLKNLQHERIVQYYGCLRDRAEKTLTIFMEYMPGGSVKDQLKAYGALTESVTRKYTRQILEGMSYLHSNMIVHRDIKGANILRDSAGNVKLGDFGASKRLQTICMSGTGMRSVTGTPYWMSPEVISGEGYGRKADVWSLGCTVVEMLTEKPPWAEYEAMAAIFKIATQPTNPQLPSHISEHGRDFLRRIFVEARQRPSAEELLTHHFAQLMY
MEKK2wt PB1 HTS = raises or lowers MEK5 binding to wildtype human MEKK2 PB1 domain; Q9Y2U5; bead flow cytometry, Alexa488-MEK5 binding to MEKK2 WT; actives lie on both sides; binding response (% of control), % at 10 µM; hit rate 1.1% among 290,000; in the data active means binding response below about 67% or above about 130%
CRFBP-R2 agonist = CRF-BP/CRF-R2 complex agonism. HEK293 CRF-R2/CRF-BP, calcium dye fluorescence (FLIPR); percent of saturating CRF peptide response. activation, % at 13.2 µM. hit rate 0.46% among 350,000. AID 588473;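 active means activation of at least 50%, plus an integration ratio under a set limit after plate pattern correction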;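 further: plate controls were neutral control wells without compound for no effect and CRF at EC100 for full effect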
SUMO HTRF inh = inhibitors of human SUMOylation (UBC9) | P63279 | HTRF SUMOylation assay, SAE1/SAE2 + UBC9, in vitro | inhibition, % at 35 µM | hit rate 0.36% among 290,000; in the data active means inhibition above about 50%, passing the limit was not always enough; further: strong numbers were not always called active
Target sequence (P63279 whole entry, looked up): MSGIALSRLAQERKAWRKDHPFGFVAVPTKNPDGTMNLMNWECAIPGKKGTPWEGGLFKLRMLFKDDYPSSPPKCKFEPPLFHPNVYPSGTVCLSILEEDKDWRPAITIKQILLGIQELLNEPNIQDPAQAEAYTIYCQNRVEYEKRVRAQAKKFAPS
GalR3 antag = antagonists of human GalR3. O60755. HEK293 GalR3-CNG cAMP membrane potential fluorescence; galR3 body fused to GalR1 C-terminus. inhibition, % at 3 µM. hit rate 0.44% among 360,000;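 active means inhibition above the screen-wide average plus 3 SD, cut at about 13% in these data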;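 further: forskolin and galanin both at EC90 stimulate the cells; cAMP rise reported by CNG channel membrane potential dye signal; 0% = forskolin plus galanin with DMSO and 100% = forskolin alone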
Target sequence (O60755 1-299 limits assumed): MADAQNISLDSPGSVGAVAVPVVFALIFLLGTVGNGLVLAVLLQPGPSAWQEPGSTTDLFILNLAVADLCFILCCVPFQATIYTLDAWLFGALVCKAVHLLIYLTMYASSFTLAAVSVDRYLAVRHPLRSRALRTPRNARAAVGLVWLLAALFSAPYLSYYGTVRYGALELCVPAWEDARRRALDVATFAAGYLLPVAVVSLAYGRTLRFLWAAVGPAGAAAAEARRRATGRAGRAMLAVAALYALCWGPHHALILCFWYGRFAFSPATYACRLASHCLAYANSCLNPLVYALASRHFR
HCV NS3 hel inh = blocks Hepatitis C virus NS3 helicase unwinding. hit rate 0.56% among 290,000. inhibition, % at 10.9 µM. NS3 helicase DNA unwinding, Cy5 molecular beacon fluorescence. AID 1800;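 active means inhibition above the mean of all tested compounds plus 3 SD, set per campaign, cut at about 35% in these data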;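 further: 0% = DMSO wells and 100% = thioflavine S control wells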
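System: NS3 helicase fragment of HCV / Schedule: 1 h at 25 °C / Control set: DMSO alone as 0% and 110 µM thioflavine S as 100% / Reagent: Cy5/quencher beacon DNA duplex and ATP to start / Technique: Cy5 fluorescence / Replication: singlicate / Evaluation: % inhibition of end-to-start signal ratio versus controls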
* hit, by the source's call; . = not tested or not shown. Not all compounds are listed (hit frequency here may not be typical).

1) COc1ccc(C(=O)NC2CCCCCC2)cc1S(=O)(=O)N1CCCc2ccccc21
2) COc1ccc(N(CC(=O)N2CCN(c3ccccc3F)CC2)S(=O)(=O)c2c(C)n[nH]c2C)cc1
3) O=C(NCc1ccccc1)c1ccc(CS(=O)Cc2ccc(Cl)cc2)o1 (centres undefined)
4) CCc1nnc(N/N=C/c2ccc(-c3ccc([N+](=O)[O-])cc3)o2)n1N
5) O=C(CSc1nnc(Nc2ccccc2F)s1)Nc1cccc(S(=O)(=O)N2CCCCC2)c1
6) COCCCn1c(C(=O)N2CC(C)OC(C)C2)cc2c(=O)n3cccc(C)c3nc21 (centres undefined)

Compound | 1 | 2 | 3 | 4 | 5 | 6
MEKK2 mut-MEK5 | 4 | -3 | -5 | 3 | -1 | 0
FID counter | -13 | -46 | -33 | 4 | -23 | -43
CRFBP-R2 block | 7 | 7 | -7 | 19 | 14 | -5
MEKK3 PB1 HTS | 104 | 76 | 99 | 99 | 102 | 98
MEKK2wt PB1 HTS | 100 | 85 | 99 | 90 | 103 | 98
CRFBP-R2 agonist | 2.5 | -2.3 | -2.7 | -2.5 | -1.8 | -2.3
SUMO HTRF inh | -14 | 2 | -6 | 26 | -4 | 20
GalR3 antag | -6 | -3 | -5 | 2 | -4 | .
HCV NS3 hel inh | -4 | -9 | 0 | 0 | -2 | 17

7) Cc1cc(C)nc(NNC2=CC(=O)CC(C)(C)C2)n1
8) Cc1cc(NC(=O)CN(C)S(=O)(=O)c2cccc(Cl)c2)no1
9) Cc1oc2c(c1C(=O)NCc1cccnc1)C(=O)c1ccccc1C2=O
10) O=C(NCc1ccc(F)cc1)C1CCCN(C(=O)NCc2ccccc2)C1 (centres undefined)
11) Cc1cccc(NC(=O)c2ccc(Cl)nc2)n1
12) CC1=CC2=NC(=O)CC(C)(C(=O)N(CC(=O)NC3CCCC3)c3ccccc3C)N2C=C1 (centres undefined)

Compound | 7 | 8 | 9 | 10 | 11 | 12
MEKK2 mut-MEK5 | -1 | -4 | -1 | -1 | 4 | 18
FID counter | -5 | -5 | -3 | -14 | -3 | -6
CRFBP-R2 block | -2 | 4 | 8 | 3 | 9 | -1
MEKK3 PB1 HTS | 98 | 101 | 102 | 102 | 103 | 114
MEKK2wt PB1 HTS | 99 | 94 | 94 | 99 | 109 | 116
CRFBP-R2 agonist | -0.5 | -1.0 | -3.0 | -1.3 | -0.9 | -1.3
SUMO HTRF inh | -4 | -4 | 34 | 11 | 2 | 18
GalR3 antag | -3 | -6 | . | -3 | -5 | -7
HCV NS3 hel inh | -1 | 6 | -4 | 0 | 2 | -1

13) COc1ccc(CC2(CO)CCN(Cc3cnn(-c4ccccc4OC)c3)CC2)cc1
14) O=C(COc1ccc(Cl)cc1[N+](=O)[O-])NC1CCCCC1
15) NC(=O)CN1C(=O)C(=O)N(Cc2cccc(C(F)(F)F)c2)C1=O
16) COc1cc(C(=O)N(C)C2CCCCC2)ccc1OC1CCN(C(C)=O)CC1
17) CC(NC(=O)COc1ccccc1)C(=O)OCC(=O)c1cc2ccccc2o1 (centres undefined)
18) NS(=O)(=O)c1cccnc1Nc1ccc(Cl)c(Cl)c1

Compound | 13 | 14 | 15 | 16 | 17 | 18
MEKK2 mut-MEK5 | 10 | 2 | -1 | 1 | 1 | .
FID counter | 15 | -9 | -4 | -34 | -9 | 5
CRFBP-R2 block | -7 | -29 | -6 | 1 | 7 | -4
MEKK3 PB1 HTS | 102 | 103 | 98 | 104 | 97 | .
MEKK2wt PB1 HTS | 116 | 104 | 99 | 104 | 98 | .
CRFBP-R2 agonist | -0.8 | 2.8 | 0.3 | -1.1 | 0.6 | 3.2
SUMO HTRF inh | -5 | -13 | 25 | -4 | 10 | -5
GalR3 antag | 0 | -5 | -7 | -4 | -2 | 1
HCV NS3 hel inh | -12 | -4 | 7 | -4 | 6 | -10

Five records drawn at random from those above:
18) NS(=O)(=O)c1cccnc1Nc1ccc(Cl)c(Cl)c1
13) COc1ccc(CC2(CO)CCN(Cc3cnn(-c4ccccc4OC)c3)CC2)cc1
14) O=C(COc1ccc(Cl)cc1[N+](=O)[O-])NC1CCCCC1
15) NC(=O)CN1C(=O)C(=O)N(Cc2cccc(C(F)(F)F)c2)C1=O
17) CC(NC(=O)COc1ccccc1)C(=O)OCC(=O)c1cc2ccccc2o1 (centres undefined)

Compound | 18 | 13 | 14 | 15 | 17
MEKK2 mut-MEK5 | . | 10 | 2 | -1 | 1
FID counter | 5 | 15 | -9 | -4 | -9
CRFBP-R2 block | -4 | -7 | -29 | -6 | 7
MEKK3 PB1 HTS | . | 102 | 103 | 98 | 97
MEKK2wt PB1 HTS | . | 116 | 104 | 99 | 98
CRFBP-R2 agonist | 3.2 | -0.8 | 2.8 | 0.3 | 0.6
SUMO HTRF inh | -5 | -5 | -13 | 25 | 10
GalR3 antag | 1 | 0 | -5 | -7 | -2
HCV NS3 hel inh | -10 | -12 | -4 | 7 | 6

Other records
19) COc1ccc2c(c1)C(C)(CCN)C(=O)N2C (centres undefined)
20) O=C1CN(C(=O)CSc2ccc(-c3ccc(F)cc3)nn2)c2ccccc2N1
21) COc1ccc(CNC(=O)CNC(=O)[C@@H]2Cc3ccccc3CN2)cc1
22) CCCS(=O)(=O)N1CCN(Cc2ccccc2[N+](=O)[O-])CC1
23) O=C(O)c1ccccc1Sc1ncnc2sccc12
24) Cc1cc2ncc(C(=O)N=CN(C)C)cn2n1

Compound | 19 | 20 | 21 | 22 | 23 | 24
MEKK2 mut-MEK5 | 3 | 3 | 2 | -6 | -12 | -3
FID counter | . | -24 | -3 | 5 | -3 | 2
CRFBP-R2 block | 7 | 2 | -3 | 10 | 3 | -3
MEKK3 PB1 HTS | 99 | 100 | 106 | 104 | 76 | 107
MEKK2wt PB1 HTS | 103 | 96 | 107 | 97 | 84 | 101
CRFBP-R2 agonist | -2.2 | -1.4 | -0.7 | -0.9 | 0.0 | 0.6
SUMO HTRF inh | . | -5 | 13 | -10 | 27 | 16
GalR3 antag | -8 | -8 | -8 | 8 | 6 | -5
HCV NS3 hel inh | . | -5 | -2 | 12 | 2 | 6

25) COc1ccc(C2(CNC(=O)Cc3ccc(OC)c(OC)c3)CCOCC2)cc1
26) Cc1ccc2[nH]c3c(c2c1)CN(C(=O)CN1CCN(c2ccccc2)CC1)CC3
27) COc1ccc(Cn2nnnc2C(c2cccs2)N2CCOCC2)cc1 (centres undefined)
28) COc1ccc(Br)cc1CNc1ccccc1
29) O=C(CCS(=O)(=O)c1ccccc1)Nc1nc2c(s1)CCCC2
30) NC(=O)CCCSc1nc2ccccc2[nH]1

Compound | 25 | 26 | 27 | 28 | 29 | 30
MEKK2 mut-MEK5 | -2 | 3 | -9 | 5 | 6 | 2
FID counter | -11 | -10 | -23 | 7 | -14 | -1
CRFBP-R2 block | 2 | . | 11 | 13 | -29 | -14
MEKK3 PB1 HTS | 98 | 106 | 86 | 104 | 100 | 102
MEKK2wt PB1 HTS | 97 | 108 | 89 | 101 | 99 | 106
CRFBP-R2 agonist | 0.2 | . | -1.9 | -1.4 | -1.0 | 0.2
SUMO HTRF inh | -11 | -10 | 15 | 12 | 3 | -6
GalR3 antag | -3 | . | -4 | -5 | . | 0
HCV NS3 hel inh | -15 | -6 | 12 | -14 | -5 | -16

Overlap with the part before: two compounds, followed by the next part.
29) O=C(CCS(=O)(=O)c1ccccc1)Nc1nc2c(s1)CCCC2
30) NC(=O)CCCSc1nc2ccccc2[nH]1
31) Cc1cc(C(=O)NC2Cc3ccccc3C2)c(C)o1
32) Cc1cccc(NC(=S)NC(=O)c2ccc(Br)o2)c1C
33) CCOc1ccc(C)cc1S(=O)(=O)Nc1ccc(Cl)cn1
34) Cc1cc(C)n2ncc(C(=O)NCCc3ccccc3)c2n1
35) CCN1CCN(C(CC(C)C)c2nnnn2CS(=O)(=O)c2ccc(C)cc2)CC1 (centres undefined)
36) N#Cc1cccc(S(=O)(=O)N2CCN(c3ccnc4cc(Cl)ccc34)CC2)c1

Compound | 29 | 30 | 31 | 32 | 33 | 34 | 35 | 36
MEKK2 mut-MEK5 | 6 | 2 | -3 | 1 | 8 | 11 | -7 | -1
FID counter | -14 | -1 | -6 | -5 | -2 | -25 | 27 | -21
CRFBP-R2 block | -29 | -14 | 4 | -22 | -3 | -7 | -5 | -11
MEKK3 PB1 HTS | 100 | 102 | 94 | 104 | 102 | 116 | 116 | 101
MEKK2wt PB1 HTS | 99 | 106 | 94 | 102 | 100 | 127 | 111 | 101
CRFBP-R2 agonist | -1.0 | 0.2 | -5.4 | 2.6 | 0.4 | -1.8 | -1.4 | 7.4
SUMO HTRF inh | 3 | -6 | 15 | 14 | 10 | 11 | -6 | 1
GalR3 antag | . | 0 | 1 | -7 | -2 | -6 | -3 | -4
HCV NS3 hel inh | -5 | -16 | 7 | 1 | 7 | 0 | -16 | -6

37) CCOC(=O)c1ccc(NC(=O)CSc2nc3c(c(=O)n2CC)SC(C)C3)cc1 (centres undefined)
38) NS(=O)(=O)c1cccc(NC(=O)COC(=O)CCSc2ccccc2)c1
39) O=C(Nc1cc(Cl)ccc1N1CCOCC1)c1cnccn1
40) O=C1OCCC1Sc1nnc(-c2ccc(Cl)cc2)n1Cc1ccccc1 (centres undefined)
41) CCC(=O)Nc1ccc2c(c1)C(=O)N(C1CCCCC1)C2=O
42) CCC1(c2ccccc2)NC(=S)N(c2cccc(C)c2C)N1 (centres undefined)

Compound | 37 | 38 | 39 | 40 | 41 | 42
MEKK2 mut-MEK5 | 1 | -1 | 5 | 11 | 3 | 1
FID counter | -15 | -7 | -4 | -21 | -4 | -6
CRFBP-R2 block | 36 | 12 | -7 | -15 | -1 | 24
MEKK3 PB1 HTS | 94 | 106 | 100 | 96 | 102 | 129*
MEKK2wt PB1 HTS | 99 | 107 | 102 | 98 | 99 | 105
CRFBP-R2 agonist | 0.9 | 0.1 | -0.8 | 0.4 | 1.9 | -2.7
SUMO HTRF inh | 2 | -3 | 4 | -6 | 24 | 1
GalR3 antag | . | -11 | -1 | -1 | -6 | -7
HCV NS3 hel inh | -11 | 0 | -3 | 9 | 16 | -13

43) CCCOc1nc(N)c(C#N)c(-c2ccccc2F)c1C#N
44) Cc1cccc(C(=O)NNC(=O)c2ccc(NC(=O)C(C)(C)C)cc2)c1
45) O=C(O)Cc1ccc2ocnc2c1
46) CCCN(CC1CCCO1)C(=O)CCc1nnc(-c2cc(C)on2)o1 (centres undefined)
47) CCC(=O)c1ccc(OC(=O)Cc2ccc(OC)cc2)cc1
48) CN1/C(=C/C(=O)CSc2ccccc2C(=O)O)C(C)(C)c2ccccc21

Compound | 43 | 44 | 45 | 46 | 47 | 48
MEKK2 mut-MEK5 | -2 | 7 | 4 | -2 | -3 | -3
FID counter | 3 | -7 | 2 | -5 | -15 | -32
CRFBP-R2 block | 4 | 11 | 36 | 2 | 9 | 4
MEKK3 PB1 HTS | 94 | 105 | 110 | 102 | 93 | 100
MEKK2wt PB1 HTS | 93 | 108 | 110 | 103 | 100 | 99
CRFBP-R2 agonist | 1.0 | -0.5 | -1.0 | -1.0 | -0.1 | 1.6
SUMO HTRF inh | -8 | 8 | 5 | 7 | -2 | 12
GalR3 antag | -2 | -8 | -6 | -6 | -11 | 8
HCV NS3 hel inh | 3 | -3 | 8 | -9 | 5 | 7
